Compound activity deposited in PubChem by National Center for Advancing Translational Sciences (NCATS).
CXXC DNA block: qHTS Fluorescence Polarization Assay for Inhibitors of MLL CXXC domain - DNA interaction; hit rate 0.037% among 290,000; MLL-CXXC / FITC-HOXA9 DNA fluorescence polarization; Potency, µM (highest dose often 115 µM), for the others: top-dose activity change, negative = inhibition, usual class: inhibitors; active = well fitted inhibition curve with a large enough effect in the polarisation, with a control signal flat, not every such curve was filed as active; inconclusive = small, poorly fitted or top-dose-only effect, or effect the other way, or a change in a side signal; inactive = no such curve, though single readings can be large or run the other way; the % refers to the polarisation; also: potency is read from the fitted curve at half-maximal effect
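Purified MLL-CXXC (added from a 7 uM solution) was preincubated 5 min at ambient with pinned compounds in 50 mM Tris-HCl pH 7.5, 50 mM NaCl, 1 mM DTT, 0.05% BSA. Fluorescein-labeled HOX-A9 DNA (50 nM solution) followed, 30 min, then polarization read.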
a7 integrin act: qHTS for Activators of Integrin-Mediated Alleviation for Muscular Dystrophy | hit rate 0.064% among 350,000 | Potency, µM (series often up to 38.3 µM), inactives show top-dose activation, actives largely listed as activators | alpha7betagal myoblasts, beta-gal FDG fluorescence, 48 h;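 also: potency is read from the fitted curve at half-maximal effect; 100% = response of the positive control SU9516; nearly all actives have a fitted effect of over 60% in size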
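alpha7betagal+/- myoblasts (passage 13, 250/well) treated 48 h at 37C with compounds at 1:260 dilution of DMSO stock. Lysed, then beta-galactosidase activity read as FDG fluorescence (ex 480/em 540) after 30 min, with pre-read for autofluorescence.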
A-T KAP1 phos: qHTS Assay for Identifying a Potential Treatment of Ataxia-Telangiectasia | AID 485349, 2010 | hit rate 0.19% among 320,000 | Potency, µM (top dose mostly 57.5 µM), for inactives: top-dose activation, hits mostly activators | […] A-T fibroblasts, KAP-1 phosphorylation AlphaLISA; neocarzinostatin DNA damage 30 min before lysis; also: potency is read from the fitted curve at half-maximal effect; % of control where 0% means no effect; nearly all actives have a fitted effect of over 45% in size
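ATM-like activity read as KAP-1 phosphorylation via AlphaLISA donor/acceptor antibody pairs after lysis and 6 hr at 25C. Cells were ATM-null patient fibroblasts ([…], hTERT), dosed 60 min, then exposed to the DSB inducer NCS for 30 min.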
MBNL1-CUG inh: qHTS Assay for Inhibitors of MBNL1-poly(CUG) RNA binding; Muscleblind-like protein 1 (Homo sapiens), Q9NR56; TR-FRET MBNL1-His/biotin-(CUG)12 binding, 665/545 ratio; Potency, µM (highest dose often 57.5 µM), for inactives: at the top dose activity change, negative = inhibition, most hits filed as inhibitors; hit rate 0.036% among 280,000; active = well fitted inhibition curve with a large enough effect in the signal ratio, with a control signal flat, not every such curve was filed as active; inconclusive = small, poorly fitted or top-dose-only effect, or effect the other way, or a change in a side signal; inactive = no such curve, though single readings can be large or run the other way; the % refers to the signal ratio; also: potency is read from the fitted curve at half-maximal effect; % is scaled to controls: 0 for no effect and ±100 for the full control effect
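Ratiometric TR-FRET (665 over 545 nm, excitation 340 nm) tracks disruption of MBNL1-His/biotin-(CUG)12 complex after 60 min at room temperature, with compounds at 92 nM to 58 uM final.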
Mito fusion act: qHTS Assay for Small Molecule Inhibitors of Mitochondrial Division or Activators of Mitochondrial Fusion. S. cerevisiae fusion-defective mutant growth rescue, CellTiterGlo 48 h. Potency, µM (series often up to 46.1 µM), inactives show at the top dose growth rescue (activation), most hits filed as activators. hit rate 0.23% among 320,000. AID 485298, 2010;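 also: potency is read from the fitted curve at half-maximal effect; % of control where 0% means no effect; nearly all actives have a fitted effect of over 45% in size; temperature-sensitive fusion mutants such as fzo1-1 at 37 °C on non-fermentable ethanol glycerol medium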
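Read-out: ATP-based luminescence (CellTiterGlo, 10 min ambient) reporting growth of fusion-defective ts yeast after 48 hours at 37C on glycerol/ethanol YPEG medium in the presence of compound.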
TSG101-PTAP inh: qHTS Assay for Iinhibitors of HIV-1 Budding by Blocking the Interaction of PTAP/TSG101. Tumor susceptibility gene 101 protein (Homo sapiens), Q99816. Potency, µM (titrated, usually from 115 µM), for inactives: top-dose activity change, negative = inhibition, hits mostly inhibitors. Fluorescence polarization, FITC-PTAP peptide / Tsg101 binding. 340,000 tested, under 10 active; active = well fitted inhibition curve with a large enough effect in the main read-out, with a control signal flat, not every such curve was filed as active; inconclusive = small, poorly fitted or top-dose-only effect, or effect the other way, or a change in a side signal; inactive = no such curve, though single readings can be large or run the other way; also: potency is read from the fitted curve at half-maximal effect; % of control where 0% means no effect
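Tsg101 binding domain (10 uM final) was mixed with compound and a FITC-labeled PTAP peptide (50 nM final) in HEPES pH 7.5 buffer with NaCl, Tween 20, EDTA and TCEP; fluorescence polarization was read after 20 min at r.t.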
S-ASM inh: Inhibitors of Secretory Acid Sphingomyelinase (S-ASM): qHTS; Sphingomyelin phosphodiesterase (Homo sapiens), P17405; placental ASM, HMU-PC fluorogenic substrate, 60 min; Potency, µM (highest dose often 57.5 µM), for inactives: top-dose activity change, negative = inhibition, most hits filed as inhibitors; hit rate 0.006% among 340,000; AID 504937, 2011; also: potency is read from the fitted curve at half-maximal effect
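qHTS format. ASM enzyme prepared from human placenta hydrolyses the fluorogenic substrate HMU-PC0 (9 uM final) over 60 min at 37 °C after a 10 min compound preincubation.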
TCR act: Activators of T cell receptors: qHTS campaign. primary human leukocytes, anti-CD3, IL-2 HTRF, 48 h. AID 504894, 2011. 330,000 tested, under 10 active. Potency, µM (top dose mostly 9.22 µM), inactives show at the highest dose activation of IL-2 secretion, hits mostly activators; also: % of control where 0% means no effect
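Primary human leukocytes were stimulated with a-CD3 beads plus compounds for 48 hr without co-stimulation; secreted IL-2 was quantified by HTRF using a-IL-2-K (europium cryptate) and a-IL-2-d2, excited at 320nm with acceptor emission read at 665nm.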
TSHR antag: Antagonists of the Thyroid Stimulating Hormone Receptor: HTS campaign. Thyrotropin receptor (Homo sapiens), P16473. TSHR-expressing cells, TSH-stimulated cAMP HTRF, 2 h; hits give low values. activity change, negative = inhibition, % at 11.5 µM. hit rate 0.2% among 330,000;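 active = activity change below a set negative limit, meaning inhibition stronger than a set level, cut at about -70% in these data; inconclusive = activity change between two set negative limits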; also: % is scaled to controls: 0 for no effect and ±100 for the full control effect
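Antagonism was scored as loss of TSH-driven cAMP in TSHR cells, stimulated with 4nM TSH (EC80) for 2 hours at 37 deg C and detected by homogeneous HTRF competition immunoassay.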
Menin-MLL TR inh: qHTS Assay for Inhibitors Targeting the Menin-MLL Interaction in MLL Related Leukemias: Competition With Texas Red Labeled MLL-derived Mutant Peptide; O00255; Menin + Texas Red MLL mutant peptide, fluorescence polarization; Potency, µM (highest dose often 61.6 µM), without a hit: at the top dose FP activity change, negative = inhibition, hits mostly inhibitors; hit rate 0.23% among 270,000; AID 1768, 2009; active = well fitted inhibition curve with a large enough effect in the polarisation, with a control signal flat, not every such curve was filed as active; inconclusive = small, poorly fitted or top-dose-only effect, or effect the other way, or a change in a side signal; inactive = no such curve, though single readings can be large or run the other way; the % refers to the polarisation; also: potency is read from the fitted curve at half-maximal effect; % of control where 0% means no effect; many of its hits are not listed in these tables
* hit, by the source's call; ? = inconclusive; . = no result given; [ ] = another dose, or the depositor's remark. Unless noted, calls follow the shape of the dose curve; as a rule, active = well fitted curve in the direction sought with a large enough effect; inconclusive = small, poorly fitted or top-dose-only effect, or another doubt; inactive = no such curve, though single readings can be large; an effect the other way counts as inactive or inconclusive. A portion of the library. The share of hits here may be higher or lower than overall.

SMILES | Mito fusion act | S-ASM inh | CXXC DNA block | a7 integrin act | MBNL1-CUG inh | TSHR antag | A-T KAP1 phos | TSG101-PTAP inh | Menin-MLL TR inh | TCR act
C/C=C(\C)C(=O)NCCN1C2=NC[C@H](Cc3ccccc3)N2C[C@H]1Cc1ccc(O)cc1 | 2% | -4% | -1% | -5% | -11% | -4 | -6% | -3% | -27% | 14%
O=C(Cn1ccc([N+](=O)[O-])n1)NCCc1c[nH]c2ccccc12 | 1% | -2% | 5% | 3% | 13% | -4 | 4% | 1% | 1% | -4%
Cc1ccnc2nc(C(=O)OCC(=O)N(Cc3ccccc3)C(C)(C)C)nn12 | . | 0% | . | 7% | . | -2 | -4% | 1% | . | .
CC(=O)Nc1cccc(C(=O)N/N=C/c2ccc(F)cc2)c1 | -6% | 5% | 5% | 11% | . | 0 | 3% | -2% | 0% | 2%
CC1=C(C(=O)Nc2ccccc2F)C(c2cccs2)NC(=S)N1 (stereo not drawn) | 1% | 4% | 3% | 45% | -3% | -10 | 5% | 0% | 2% | -6%
CC[C@]12c3[nH]c4cc(-c5ccco5)ccc4c3CCN1C(=O)[C@@H](CC(=O)NCCC1=CCCCC1)C[C@@H]2C(=O)N1CCN(C(=O)c2ccco2)CC1 | . | 88%[activator] | . | 10% | . | -6 | 7% | -1% | . | -1%[46.1 µM]
O=C1c2oc3ccccc3c(=O)c2C(c2cccc(O)c2)N1CCCN1CCOCC1 (stereo not drawn) | 1% | 3% | -7% | 4% | 19% | 6 | 5% | 0% | 0%[11.7 µM] | 4%
COC(=O)c1ccc(C2NC(=O)CCC2[N+](=O)[O-])cc1 (stereo not drawn) | -1% | 9% | 1% | 23% | -7% | 7 | 3% | -1% | -11% | -4%
O=c1c2ccc(Cl)cc2nc2n1CC/C2=C\c1cccc(O)c1 | 1% | 12% | 6% | 0% | 7% | -15 | -3% | -1% | ? | -2%
CNc1nc(-c2ccccc2)nnc1C(F)(F)F | -2% | 0% | 1% | 0% | -3% | 15 | -1% | -1% | 5% | 4%
COc1cc(CN2CCC(C(=O)NCC(C)(C)CN(C)C)CC2)ccc1OCc1ccccc1 | -3% | -2% | 2% | -59%[inhibitor] | 1% | -2 | -1% | -1% | -4% | 5%
COc1ccc(S(=O)(=O)N2CCC(C(=O)Oc3cccc(C)c3)CC2)cc1OC | -3% | -1% | -7% | -4% | -2% | 6 | -1% | -7% | . | -5%
Cc1ccc(-c2nnn(CC(=O)N(CCN3CCOCC3)C(C(=O)NC(C)(C)C)c3ccco3)n2)cc1 (stereo not drawn) | 3% | -1% | 1% | -37% | 2% | 6 | -2% | 3% | 0% | 0%
CCOC(=O)c1ccccc1NC(=O)CSc1nc(N)cc(N)n1 | -2% | -1% | -1% | -10% | -4% | -2 | 6% | -6% | 22% | 3%[46.1 µM]
CCCCOc1ccc(NC(=O)CN2CCN(C(=O)OCC)CC2)cc1 | -9% | -1% | 2% | -35% | 13% | 11 | -1% | -6% | -10% | 1%[46.1 µM]

Individual results from the results shown:
For TSHR antag, CCOC(=O)c1ccccc1NC(=O)CSc1nc(N)cc(N)n1 has -2
For S-ASM inh, O=C1c2oc3ccccc3c(=O)c2C(c2cccc(O)c2)N1CCCN1CCOCC1 (stereo not drawn) has 3%

Following part.
SMILES | Mito fusion act | S-ASM inh | CXXC DNA block | a7 integrin act | MBNL1-CUG inh | TSHR antag | A-T KAP1 phos | TSG101-PTAP inh | Menin-MLL TR inh | TCR act
C=C[C@@H]1c2c(F)cccc2N(S(=O)(=O)c2ccc(C)cc2)[C@H](c2ccc(C(=O)OC)cc2)C1(C#N)C#N | -3% | 8% | . | 4% | . | -34 | -1% | 1% | . | -3%
O=C(Nc1ccccc1)c1cccnc1Nc1ccccc1 | 12% | -11% | -1% | 27% | 4% | -8 | 1% | -4% | ? | 10%
Cc1cc(NC(=O)COc2cccc([N+](=O)[O-])c2)no1 | 18% | -4% | -3% | 18% | -5% | 23 | 20% | -3% | . | -1%
CCN(CC)CCNC(=O)c1ccc(-n2c(C)cc3c2CCCC3=O)cc1 | 3% | 0% | 6% | -1% | 2% | 10 | -3% | -10% | -15% | -6%
COc1ccc(C2OC(=O)CC2C(=O)N2CCN(c3cc(Cl)ccc3C)CC2)cc1OC (stereo not drawn) | -2% | -11% | -2% | -9% | -2% | 4 | 12% | -5% | 0% | -3%
Cc1ccc(NC(=O)CSc2nnc(CCCCCNC(=O)OC(C)(C)C)o2)c(C)c1 | -3% | -3% | 3% | -13% | -7% | 10 | 1% | -8% | 0% | -11%[46.1 µM]
Cc1ccc(C(=O)Nc2nc(-c3ccc([N+](=O)[O-])cc3)cs2)o1 | 4% | -1% | 1% | 2% | ? | -3 | -2% | -1% | 2% | -2%[46.1 µM]
CCc1cc2c(=O)n(C(C)C(=O)OC3CCCCC3)cnc2s1 (stereo not drawn) | 12% | -6% | -4% | 1% | -4% | 2 | 7% | -5% | -19% | -2%
COc1ccc(-c2cc(C(=O)Nc3nc4ccccc4s3)c3ccccc3n2)cc1OC | 0% | -3% | 5% | -34% | -20% | -3 | 4% | 0% | -24% | 2%[46.1 µM]
CC(=O)c1ccc(NC(=O)CSc2ccsc2[N+](=O)[O-])cc1 | -4% | -15% | -12% | -6% | 23% | -9 | 2% | 0% | ? | 0%
O=C(COC(=O)CCc1ccccc1)Nc1ncc(Cl)cc1Cl | 3% | -2% | -1% | -2% | -1% | 1 | -1% | -8% | -2% | -12%
Cn1c(SCC(=O)c2ccc3c(c2)OCO3)nnc1C1COc2ccccc2O1 (stereo not drawn) | 5% | -3% | 47%[activator] | -32% | 2% | 2 | 1% | -6% | -10% | -2%
O=C(COc1cccc2ccccc12)N/N=C/C=C/c1ccccc1 | 5% | -9% | 7% | 12% | -4% | 0 | 12% | 1% | 0% | -5%[46.1 µM]
CCOC(=O)c1c(N2C(=O)C=CC2=O)sc(C)c1C | -3% | 0% | 17% | -66%[inhibitor] | -5% | -32 | -3% | -2% | -14% | .
Cc1ccc(-n2c(O)cnc2Nc2nc(C)cc(C)n2)cc1 | -3% | -1% | 11% | 23% | 17% | 18 | -7% | 0% | 0% | -7%
O=C1CN(C(=O)COC(=O)CCNS(=O)(=O)c2ccc(Cl)cc2)c2ccccc2N1 | -2% | 0% | -18% | -27% | -5% | 0 | 6% | -3% | . | -7%
O=C(COC(=O)CCC(=O)c1cccs1)Nc1ccccc1C(F)(F)F | . | -1% | . | ? | . | . | 13% | -2% | . | 3%
CC1=C(C#N)C(c2ccoc2)C(C(=O)OCc2ccccc2)=C(N)S1 (stereo not drawn) | 2% | -3% | 0% | -23% | -9% | -8 | 8% | 0% | -4% | -2%
FC(F)(F)c1cc(-c2cccs2)nc(NCc2ccco2)n1 | 2% | 4% | 5% | 2% | -12% | 8 | 1% | -2% | -11% | 6%

In a second layout: entries from further up
Values run as follows: Mito fusion act | S-ASM inh | CXXC DNA block | a7 integrin act | MBNL1-CUG inh | TSHR antag | A-T KAP1 phos | TSG101-PTAP inh | Menin-MLL TR inh | TCR act
> CC1=C(C#N)C(c2ccoc2)C(C(=O)OCc2ccccc2)=C(N)S1 (stereo not drawn)
 : 2% | -3% | 0% | -23% | -9% | -8 | 8% | 0% | -4% | -2%
> FC(F)(F)c1cc(-c2cccs2)nc(NCc2ccco2)n1
 : 2% | 4% | 5% | 2% | -12% | 8 | 1% | -2% | -11% | 6%
